High-throughput results (PubChem)
SRC1 inh: SRC1 coactivator transcriptional activity inhibitors, primary screen, cell-based, luminescence. Nuclear receptor coactivator 1 (Homo sapiens), Q15788. HEK293 GAL4-SRC1 luciferase reporter. inhibition, % at 3.6 µM. 0.12% of 360,000 active;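 active = inhibition above the campaign mean plus 3 SD, with each screening campaign given its own cutoff, cut at about 60% in these data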;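 note: 0% = DMSO treated cells and 100% = gossypol at 36 µM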
TRAIL sens C8: viability loss with TRAIL in NB7+C8 cells, primary screen, TRAIL sensitizer project, cell-based, ATPlite luminescence. inhibition (viability loss, TRAIL sensitization), % at 10 µM. 1% of 360,000 active. AID 624354, 2012;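 active = compounds causing at least 50% loss of cell viability in the single-dose screen, relative to plate controls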
LRH-1 inv ag: LRH-1 (NR5A2) inverse agonists, primary screen, cell-based, luminescence, HEK293T, StAR-luciferase reporter | Nuclear receptor subfamily 5 group A member 2 (Homo sapiens), O00482 | LRH-1 transfected, 24 h | inhibition, % at 3.6 µM | 0.13% of 360,000 active;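 active = inhibition above the mean inhibition of all tested compounds plus 3 SD, cut at about 73% in these data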;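 note: 0% = DMSO wells and 100% = reporter-only cells lacking LRH-1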
Target sequence (O00482 whole entry, looked up): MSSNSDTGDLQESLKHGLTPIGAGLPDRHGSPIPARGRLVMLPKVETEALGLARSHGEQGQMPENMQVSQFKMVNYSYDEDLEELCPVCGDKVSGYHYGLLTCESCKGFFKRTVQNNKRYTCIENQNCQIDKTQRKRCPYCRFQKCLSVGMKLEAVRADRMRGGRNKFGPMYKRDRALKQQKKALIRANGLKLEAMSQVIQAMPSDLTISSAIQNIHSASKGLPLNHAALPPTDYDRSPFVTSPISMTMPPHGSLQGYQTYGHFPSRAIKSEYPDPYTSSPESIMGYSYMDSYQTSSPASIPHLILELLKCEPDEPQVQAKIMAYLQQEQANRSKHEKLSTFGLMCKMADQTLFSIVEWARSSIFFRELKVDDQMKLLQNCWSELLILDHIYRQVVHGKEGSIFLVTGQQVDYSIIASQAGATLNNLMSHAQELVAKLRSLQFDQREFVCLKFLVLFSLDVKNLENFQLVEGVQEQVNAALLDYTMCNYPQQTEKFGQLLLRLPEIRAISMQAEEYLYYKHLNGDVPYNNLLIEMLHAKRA
TROY NFkB inh: inhibitors of TROY-driven NF-kB signaling, primary screen, Q293 LMP1-TROYcd cells, NF-kB luciferase, uHTS. inhibition, % at 10 µM. Q293 LMP1-TROYcd NF-kB luciferase reporter, 4 h. 0.98% of 360,000 active;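 active = compounds whose plate-normalised and pattern-corrected inhibition of the luciferase reporter signal at the single screening dose is 50% or more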
TLR9-MyD88 inh: inhibitors of TLR9-MyD88 association in cells, primary screen, cell-based, CHO, BLA complementation, fluorescence; 0.21% of 340,000 active; CCF4 FRET ratio; inhibition, % at 4.98 µM; Toll-like receptor 9 (Homo sapiens) + Myeloid differentiation primary response protein …;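 active = inhibition above the mean over all tested compounds plus 3 SD, cut at about 21% in these data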;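 note: 0% = DMSO only wells and 100% = clavulanate BLA inhibitor control wells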
NOD2 RIPK2 PPI: NOD2-RIPK2 binding disruptors in cells, primary screen, fluorescence, CHO cells, BLA complementation; CCF4 ratio; inhibition, % at 4.98 µM; 0.38% of 360,000 active; in the data active = inhibition above about 21%;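 note: 0% = vehicle only and 100% = reference blocker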
SRC3 inh: SRC3 coactivator transcriptional activity inhibitors, primary screen, cell-based, luminescence; Nuclear receptor coactivator 3 (Homo sapiens), Q9Y6Q9; inhibition, % at 3.6 µM; 0.17% of 360,000 active; AID 588352, 2011; HEK293 GAL4-SRC3 luciferase reporter;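 active = inhibition above a per-campaign cutoff, the mean of all compounds plus 3 SD, cut at about 60% in these data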;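 note: 0% = DMSO-treated cells and 100% = gossypol-treated cells at 36 µM; higher means less SRC3-driven luciferase light from the GAL4 reporter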
LMP1 NFkB inh: EBV LMP1-driven NF-kappaB luciferase reporter inhibitors, primary screen, cell-based, luminescence, single point. LMP1-induced NF-kappaB luciferase reporter cells. inhibition, % at 12.5 µM. 0.69% of 350,000 active; in the data active = inhibition above about 41%;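 note: 0% = neutral control wells and 100% = reference inhibitor control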
TWEAK-Fn14 inh: inhibitors of TWEAK-Fn14 signaling, primary screen, luciferase reporter cells, uHTS | 2% of 360,000 active | TWEAK-stimulated Fn14 reporter cells, luciferase luminescence, 8 h | inhibition, % at 10 µM | AID 1159606, 2016; in the data active = inhibition above about 50%
SRC2 inh: inhibition of GAL4-SRC2 driven luciferase reporter, primary screen, SRC2 inhibitor project, cell-based, luminescence | 0.17% of 370,000 active | Nuclear receptor coactivator 2 (Homo sapiens), Q15596 | inhibition, % at 9 µM | HEK293 GAL4-SRC2 luciferase reporter;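 active = inhibition above the mean inhibition of all tested compounds plus 3 SD, set per campaign, cut at about 52% in these data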;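 note: 0% = DMSO treated cells and 100% = cells given Gossypol at 36 µM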
NR2F2 inh: NR2F2 transcriptional activity inhibitors, primary screen, cell-based, luciferase reporter, HEK293T, luminescence. AID 686940, 2013. 0.7% of 370,000 active. inhibition, % at 8.6 µM. HEK293T NGFI-A luciferase reporter. COUP transcription factor 2 (Homo sapiens), P24468;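 active = inhibition above a per-plate cutoff, mean inhibition of test wells between control levels plus 3 SD, cut at about 38% in these data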;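 note: cells cotransfected with COUP-TFII expression vector driving the NGFI-A reporter; 0% = median of COUP-TF2 test wells and 100% = reporter-only cells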
Target sequence (P24468 whole entry, looked up): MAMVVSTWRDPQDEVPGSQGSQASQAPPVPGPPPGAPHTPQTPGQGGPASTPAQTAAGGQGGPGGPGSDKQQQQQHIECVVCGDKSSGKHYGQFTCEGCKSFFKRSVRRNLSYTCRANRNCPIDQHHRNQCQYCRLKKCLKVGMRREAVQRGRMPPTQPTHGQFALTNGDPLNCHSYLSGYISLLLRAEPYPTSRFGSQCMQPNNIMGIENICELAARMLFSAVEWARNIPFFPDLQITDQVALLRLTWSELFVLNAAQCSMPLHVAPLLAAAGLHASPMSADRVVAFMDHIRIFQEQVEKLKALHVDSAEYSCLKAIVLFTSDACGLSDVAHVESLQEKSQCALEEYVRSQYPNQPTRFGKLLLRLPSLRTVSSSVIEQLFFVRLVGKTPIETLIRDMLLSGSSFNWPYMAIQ
Active calls of the source: *; . = no result given. A portion of the library; rates above refer to the full screens.

Start of the listing, in advance (11 entries):
SMILES	SRC1 inh	TRAIL sens C8	LRH-1 inv ag	TROY NFkB inh	TLR9-MyD88 inh	NOD2 RIPK2 PPI	SRC3 inh	LMP1 NFkB inh	TWEAK-Fn14 inh	SRC2 inh	NR2F2 inh
Cc1cc(C)n(CCCNC(=O)CCNS(=O)(=O)c2ccccc2C(F)(F)F)n1	9	4	-6	-6	2	-8	10	-6	8	-8	0
COc1cc(-c2nnc(CSc3nnc(Nc4ccc(Oc5ccccc5)cc4)s3)o2)cc(OC)c1OC	-23	-8	-12	-25	1	-9	-12	3	34	-36	-10
CN(C)C(=O)CSc1nc2ccc(N3C(=O)c4ccccc4C3=O)cc2s1	-7	6	18	-4	5	-9	15	5	8	5	-6
S=C(Nc1ccc(Oc2ccccc2)cc1)NC1CCCC1	3	-1	-7	-24	-10	-12	1	9	-21	-20	-11
COc1ccc(-c2nnc(SCC(=O)Nc3sc4c(c3C#N)CCC4)n2CC2CCCO2)cc1 (stereo unspecified)	-26	-1	1	17	-1	4	0	2	-1	13	6
COn1c(C)c(C(C)=O)c2c3no[n+]([O-])c3ccc21	-2	-13	21	14	4	6	18	-2	-3	-45	6
CN(C)Cc1c(C(=O)N/N=C/C2CC=CCC2)nnn1-c1nonc1N (stereo unspecified)	-7	16	-1	5	4	1	11	-6	3	30	-8
CCCCC#Cc1cncc(C(=O)N/N=C/c2ccccc2)c1	9	17	7	-19	4	-5	11	10	-25	6	-19
CC(c1ccncc1)C(C)c1ccncc1 (stereo unspecified)	1	-1	-1	19	4	2	-27	6	1	14	10
COc1ccc(CC(=O)N(C)Cc2cccc(F)c2)cc1S(=O)(=O)N1CCOCC1	5	4	-19	1	-14	-1	20	4	-17	1	10
Cc1cccc(C)c1NC(=O)C1C2C=CC(C2)C1C(=O)NCc1ccccn1 (stereo unspecified)	1	12	6	-12	-13	-14	16	5	19	-8	-5

The list itself (from the top)
SMILES	SRC1 inh	TRAIL sens C8	LRH-1 inv ag	TROY NFkB inh	TLR9-MyD88 inh	NOD2 RIPK2 PPI	SRC3 inh	LMP1 NFkB inh	TWEAK-Fn14 inh	SRC2 inh	NR2F2 inh
Cc1cc(C)n(CCCNC(=O)CCNS(=O)(=O)c2ccccc2C(F)(F)F)n1	9	4	-6	-6	2	-8	10	-6	8	-8	0
COc1cc(-c2nnc(CSc3nnc(Nc4ccc(Oc5ccccc5)cc4)s3)o2)cc(OC)c1OC	-23	-8	-12	-25	1	-9	-12	3	34	-36	-10
CN(C)C(=O)CSc1nc2ccc(N3C(=O)c4ccccc4C3=O)cc2s1	-7	6	18	-4	5	-9	15	5	8	5	-6
S=C(Nc1ccc(Oc2ccccc2)cc1)NC1CCCC1	3	-1	-7	-24	-10	-12	1	9	-21	-20	-11
COc1ccc(-c2nnc(SCC(=O)Nc3sc4c(c3C#N)CCC4)n2CC2CCCO2)cc1 (stereo unspecified)	-26	-1	1	17	-1	4	0	2	-1	13	6
COn1c(C)c(C(C)=O)c2c3no[n+]([O-])c3ccc21	-2	-13	21	14	4	6	18	-2	-3	-45	6
CN(C)Cc1c(C(=O)N/N=C/C2CC=CCC2)nnn1-c1nonc1N (stereo unspecified)	-7	16	-1	5	4	1	11	-6	3	30	-8
CCCCC#Cc1cncc(C(=O)N/N=C/c2ccccc2)c1	9	17	7	-19	4	-5	11	10	-25	6	-19
CC(c1ccncc1)C(C)c1ccncc1 (stereo unspecified)	1	-1	-1	19	4	2	-27	6	1	14	10
COc1ccc(CC(=O)N(C)Cc2cccc(F)c2)cc1S(=O)(=O)N1CCOCC1	5	4	-19	1	-14	-1	20	4	-17	1	10
Cc1cccc(C)c1NC(=O)C1C2C=CC(C2)C1C(=O)NCc1ccccn1 (stereo unspecified)	1	12	6	-12	-13	-14	16	5	19	-8	-5
CS(=O)(=O)N(CC(=O)NC1CCCC1)Cc1ccc(Cl)cc1	-11	3	-8	-5	-8	-4	-8	-29	5	24	-8
COc1ccc(Br)cc1CNC(=O)CCN1C(=O)COc2ccccc21	-1	1	-24	-6	1	-1	5	1	7	8	-4
CC(NC(=O)COC(=O)c1ccccc1Nc1ccccc1)c1ccccc1 (stereo unspecified)	-8	7	31	19	-3	8	12	-7	7	14	8
O=C(CSc1nnc2ccccn12)NCCc1ccc(F)cc1	-21	-11	3	-3	4	2	8	0	5	-2	-4
CS(=O)(=O)Nc1ccc(C(=O)N2CCN(c3ccccc3F)CC2)cc1	-5	-7	-4	1	12	-8	18	-4	-16	-10	-24
CCOc1cccc(OCCOCCNC(C)(C)C)c1	4	-7	12	-10	17	-4	-3	3	-14	13	15
O=C(O)c1cc(NC(=S)NC(=O)C(c2ccccc2)c2ccccc2)ccc1Cl	0	-14	8	-13	4	0	7	-4	18	-17	4
CCN(CC)S(=O)(=O)c1cccc(-c2nnc(C(=O)c3ccc(C(F)(F)F)cc3)o2)c1	-6	-18	3	-5	-5	-3	5	4	-18	-15	-7
Cc1c(NC(=O)c2cccc(NC(=O)COc3ccccc3C#N)c2)c(=O)n(-c2ccccc2)n1C	-38	45	-68	-59	-4	-8	-53	54*	-12	-28	11

Three compounds out of the list, sorted by heavy-atom count, smallest number first:
SMILES	SRC1 inh	TRAIL sens C8	LRH-1 inv ag	TROY NFkB inh	TLR9-MyD88 inh	NOD2 RIPK2 PPI	SRC3 inh	LMP1 NFkB inh	TWEAK-Fn14 inh	SRC2 inh	NR2F2 inh
CS(=O)(=O)N(CC(=O)NC1CCCC1)Cc1ccc(Cl)cc1	-11	3	-8	-5	-8	-4	-8	-29	5	24	-8
COc1ccc(Br)cc1CNC(=O)CCN1C(=O)COc2ccccc21	-1	1	-24	-6	1	-1	5	1	7	8	-4
Cc1cccc(C)c1NC(=O)C1C2C=CC(C2)C1C(=O)NCc1ccccn1 (stereo unspecified)	1	12	6	-12	-13	-14	16	5	19	-8	-5

(further entries)
SMILES	SRC1 inh	TRAIL sens C8	LRH-1 inv ag	TROY NFkB inh	TLR9-MyD88 inh	NOD2 RIPK2 PPI	SRC3 inh	LMP1 NFkB inh	TWEAK-Fn14 inh	SRC2 inh	NR2F2 inh
COc1ccc(COC(=O)N/N=C/c2cccs2)cc1	-49	1	-21	-26	4	9	-31	0	-38	-21	-28
O=S(=O)(NCC1CN(S(=O)(=O)c2c(F)cccc2F)C1)c1ccc2c(c1)OCCO2	25	4	19	23	-4	0	22	18	3	28	31
O=C(Cn1cnc2ccccc2c1=O)NCc1cccs1	-1	-1	-9	7	6	6	-25	2	-10	4	-1
CC(C)OCC(O)CN1CCN(CCN2C(=O)c3cccc4cccc(c34)C2=O)CC1 (stereo unspecified)	1	-3	10	-19	-9	8	9	-10	-15	-3	-18
CCc1ccc2nc(NC(=O)Cn3cnc4ccccc4c3=O)sc2c1	-41	7	-33	-51	4	-20	-32	11	-35	-63	-27
CCN(CC)CCCn1c2c(c(SCC(=O)Nc3cccc4ccccc34)nc1=O)CCC2	11	10	-3	-4	-6	-4	2	-22	1	-12	-14
COc1ccc(NC2c3ccccc3C(=O)N2Cc2ccc3c(c2)OCO3)cc1 (stereo unspecified)	-3	-15	8	6	-16	-2	-4	3	-10	-42	15
COc1ccc(NCCC(O)c2ccc(Cl)cc2)cc1 (stereo unspecified)	-4	30	13	-13	4	1	-4	-5	6	-7	6
CCN(C(=O)CN1CCN(c2ccc(OC)cc2)CC1)c1c(N)n(Cc2ccccc2)c(=O)[nH]c1=O	-12	6	-24	-24	-4	-1	11	-27	1	-15	3
Cc1c(C(=O)c2no[n+]([O-])c2C(=O)c2cnn(C)c2C)cnn1C	13	-3	2	-4	1	-1	-8	8	25	3	-11
Cc1ccc(-n2nc(C)c(=O)c(-c3ccccc3)c2NC(=O)C(C)C)cc1	-15	-38	16	1	.	-10	14	.	-3	3	6
COc1ccccc1OCCCn1c(=O)oc2ccccc21	-18	-6	-32	-29	9	0	-2	-6	-8	-16	-14
CCOC(=O)c1sc2nc(C)nc(NCc3ccccc3OC)c2c1C	3	13	2	31	0	-9	12	17	54*	2	5
O=C(NCCO)C(=O)NCC1OCCCN1S(=O)(=O)c1cc(F)ccc1F (stereo unspecified)	-11	-4	10	2	2	1	7	-2	-11	3	7
O=[N+]([O-])c1ccc(Cl)c(-c2ccc(/C=N/n3cnnc3)o2)c1	8	-29	0	-3	2	4	-9	-17	14	-5	0
O=C(Nc1n[nH]c(=S)s1)c1ccc2ccccc2c1	-70	20	-127	-31	9	-12	-120	-11	-11	-27	-13
CCN1CCN(C(=O)C(C)Nc2ccc(OC)cc2OC)CC1 (stereo unspecified)	1	2	-22	0	-1	-1	6	-6	-4	-1	17
NC(=O)C1(Nc2ccc([N+](=O)[O-])cc2)CCCC1	10	-2	1	2	11	4	0	59*	3	-13	21
COC(=O)c1scc(C)c1-n1ccc(C(=O)C(=O)N(C)C)c1	-5	-5	1	-10	-7	-1	-6	-1	-4	0	-14
COc1ccc(/C(C)=N/Nc2nc3ccccc3nc2C)cc1OC	-48	5	-25	15	-2	-12	-39	-5	9	-46	-22
CCOCCCn1c(=S)[nH]c2cc(C(=O)N3CCN(C)CC3)ccc2c1=O	11	-15	1	10	-1	1	9	5	13	-4	3
O=C(COc1ccc(F)cc1)NCCNC(=O)COc1ccc(F)cc1	-23	-3	-5	-9	4	-1	-18	-4	-5	-20	-6
COc1cc(C(=O)NCc2nnc(SCC(=O)N3CCOCC3)o2)cc(OC)c1OC	10	-7	-3	7	-4	4	6	-11	0	2	-10
COc1ccc(S(=O)(=O)N2CCOCC2)cc1NC(=O)C1COc2ccccc2O1 (stereo unspecified)	-11	16	21	8	-2	-8	-11	3	-3	6	-12
CN(C)C(=O)CSc1nnc(Cc2ccc3c(c2)OCO3)o1	0	-11	-5	-27	1	5	2	-5	6	0	1
CCOc1ccc(C(=O)N[C@H](C(=O)NNC(=O)c2cccs2)C(C)C)cc1	-11	-8	-7	7	-6	-4	-3	6	5	-5	-7
COc1ccc(-c2ccc(OC)c([C@H]3[C@H]4C=CC[C@@H](C)[C@@H]4C(=O)N3Cc3ccccc3)c2)cc1	-7	11	2	9	2	-11	-14	1	3	0	3
O=C(Nc1ccc(S(=O)(=O)N2CCCCC2c2cccnc2)cc1)c1c(F)cccc1F (stereo unspecified)	-7	13	-19	-3	-3	-2	-17	-19	11	-22	7
CC(=O)NC(CC(=O)OCC(=O)N1CCN(S(=O)(=O)c2ccc(C)cc2C)CC1)c1ccccc1 (stereo unspecified)	-2	-12	13	4	-4	-17	13	3	13	-10	-16
CCCc1cc(=O)n2[nH]cnc2n1	-11	-2	-18	-11	2	-7	-9	-5	1	-18	9
